Screening data as filed in PubChem.
dFosB act: activators of delta FosB homodimer, primary screen, biochemical, fluorescence polarization, TAMRA-CDK5 oligo, single point; Protein FosB (Mus musculus), P13346; purified delta FosB; percent of positive-control signal above neutral wells; activation, % at 25 µM; 0.99% of 340,000 active;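 active = mean activation above about 17%, with every replicate also reaching it, limit read from the data, passing the limit was not always enough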;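 also: fluorescence polarization rise as delta FosB binds a TAMRA Cdk5 AP-1 oligo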
RTF Ca sens inh: cardiac RTF calcium sensitivity inhibitors, primary screen, biochemical, IANBD-TnC fluorescence, EC70 calcium; Troponin I, cardiac muscle (Homo sapiens) + Troponin T, cardiac muscle (Homo sapiens) + …; IANBD-labeled cardiac RTF, Ca2+ fluorescence; inhibition, % at 7.15 µM; 0.12% of 340,000 active; AID 493244, 2011;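 active = inhibition above the mean inhibition of all tested compounds plus 3 SD, cut at about 17% in these data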;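 also: assay run at fixed EC70 calcium of 1.6 mM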
Rtt109 Vps75: inhibitors of C. albicans Rtt109/Vps75 HAT, primary screen, biochemical, ThioGlo CoA-SH fluorescence, plate reader. purified Rtt109/Vps75, 4 h. inhibition, % at 34.9 µM. 0.16% of 330,000 active. AID 540336, 2011;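 active = inhibition of at least 50% in every replicate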
Target sequence (Q5AAJ8 whole entry, looked up): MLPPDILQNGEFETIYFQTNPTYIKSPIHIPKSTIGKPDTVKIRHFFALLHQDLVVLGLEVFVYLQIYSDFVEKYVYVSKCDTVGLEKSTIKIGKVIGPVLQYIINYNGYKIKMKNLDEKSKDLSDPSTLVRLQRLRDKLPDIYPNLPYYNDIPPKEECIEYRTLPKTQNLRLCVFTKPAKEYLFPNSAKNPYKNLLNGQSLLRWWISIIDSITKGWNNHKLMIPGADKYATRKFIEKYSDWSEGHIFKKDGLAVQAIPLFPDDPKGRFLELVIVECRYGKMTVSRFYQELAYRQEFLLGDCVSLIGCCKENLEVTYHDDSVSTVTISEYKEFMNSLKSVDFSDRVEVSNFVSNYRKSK
PfHsp90 set2: growth inhibition of PfHsp90-expressing yeast, primary screen, antimalarial PfHsp90 inhibitor project, S. cerevisiae, BacTiter-Glo luminescence, single point, set 2; AID 504621, 2011; inhibition, % at 9.4 µM; 0.32% of 310,000 active; BacTiter-Glo ATP, 48 h; yeast lacking PDR1 and PDR3 efflux regulators;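 active = every replicate shows inhibition above about 80%, whatever the replicate mean, limit read from the data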;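 also: 0% = DMSO neutral controls and 100% = 20 µM radicicol positive controls; yeast relying on Plasmodium falciparum Hsp90 in place of its own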
PvdQ acylase: P. aeruginosa PvdQ acylase inhibitors, primary screen, biochemical, fluorescence, plate reader and imaging, single point; PvdQ acylase [Pseudomonas aeruginosa LESB58]; purified PvdQ acylase; inhibition, % at 10 µM; 0.063% of 340,000 active; in the data active = inhibition above about 30%, passing the limit was not always enough;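 also: 0% = vehicle neutral wells and 100% = reference inhibitor wells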
LANA DNA inh: inhibitors of KSHV C-LANA binding to DNA, primary screen, biochemical, fluorescence polarization, FAM-LBS DNA, MBP-C-LANA, single point; AID 504423, 2011; inhibition, % at 9 µM; 0.078% of 340,000 active;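 active = highest replicate inhibition at or above 60% at 9 µM, even if other replicates fall short; inactive = all replicates below 60% inhibition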;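 also: 0% = neutral control wells and 100% = 4 µM acridine orange control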
Keap1 Nrf2 FP: Keap1-Nrf2 protein-protein interaction inhibitors, primary screen, biochemical, fluorescence polarization, single point; Kelch-like ECH-associated protein 1 (Homo sapiens), Q14145; Keap1 Kelch-Nrf2 peptide fluorescence polarization, 1536-well; 0.15% of 340,000 active; AID 504523, 2011; inhibition, % at 9.4 µM; in the data active = inhibition above about 12%;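 also: human Keap1 Kelch domain with fluorescein labeled Nrf2 9mer peptide probe; 0% = neutral control wells and 100% = peptide positive control; higher means more block of Keap1 binding to Nrf2 peptide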
cardiac RTF act: cardiac RTF calcium sensitivity activators, primary screen, biochemical, IANBD-TnC fluorescence, EC20 calcium; activation, % at 7.2 µM; IANBD-labeled TnC RTF fluorescence at EC20 calcium; 0% EC20 calcium, 100% full calcium; Troponin I, cardiac muscle (Homo sapiens) + Troponin T, cardiac muscle (Homo sapiens) + …; AID 493008, 2010; 0.24% of 340,000 active;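 active = activation above the mean over all tested compounds plus 3 SD, cut at about 30% in these data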;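 also: rise in fluorescence read as greater calcium sensitivity of cardiac thin filaments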
NSD2 inh: NSD2 histone methyltransferase inhibitors, primary screen, biochemical, AlphaScreen, single concentration, set 2; NSD2 peptide methylation, 120 min; inhibition, % at 12.5 µM; 0.54% of 310,000 active; AID 743445, 2014; in the data active = inhibition above about 50%
CDK5 inh: inhibitors of human CDK5/p35 kinase, primary screen, biochemical, single concentration; Cyclin-dependent kinase 5 (Homo sapiens) + Cyclin-dependent kinase 5 activator 1 (Homo …; Recombinant CDK5/p35, ADP-Glo luminescence, 60 min; inhibition, % at 10 µM; 0.01% of 330,000 active; AID 488839, 2010;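 active = highest replicate inhibition of at least 50% and at least 75% of replicates reaching 50%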;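 also: plate controls were DMSO neutral control for no effect and GW8510 at 10 µM for full effect; many of its hits are not listed in these tables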
Target sequence (Q00535 whole entry, looked up): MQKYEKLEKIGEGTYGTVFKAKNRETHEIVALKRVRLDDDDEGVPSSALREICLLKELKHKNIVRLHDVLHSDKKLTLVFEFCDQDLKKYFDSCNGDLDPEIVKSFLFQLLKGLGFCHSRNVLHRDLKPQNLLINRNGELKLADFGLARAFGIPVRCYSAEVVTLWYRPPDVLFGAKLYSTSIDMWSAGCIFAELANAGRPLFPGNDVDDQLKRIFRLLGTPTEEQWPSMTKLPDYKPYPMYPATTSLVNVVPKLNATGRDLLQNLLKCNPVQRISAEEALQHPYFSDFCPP
Target sequence (Q15078 whole entry, looked up): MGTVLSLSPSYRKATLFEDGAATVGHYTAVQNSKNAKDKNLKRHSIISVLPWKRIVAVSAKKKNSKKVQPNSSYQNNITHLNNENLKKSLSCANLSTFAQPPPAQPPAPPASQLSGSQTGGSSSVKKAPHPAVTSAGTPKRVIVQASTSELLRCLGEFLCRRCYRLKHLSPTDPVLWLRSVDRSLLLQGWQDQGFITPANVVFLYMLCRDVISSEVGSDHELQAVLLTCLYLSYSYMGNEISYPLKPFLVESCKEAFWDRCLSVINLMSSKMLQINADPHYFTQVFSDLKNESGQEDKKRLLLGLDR
Mot1-301 SUMO: yeast Mot1-301 growth rescue at high temperature, primary screen, SUMOylation pathway inhibitor project, S. cerevisiae, ATP luminescence, 38.5C | S. cerevisiae Mot1-301 growth rescue; percent above DMSO median, 100 means doubled | growth rescue, % at 18.8 µM | 1% of 320,000 active;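 active = every valid replicate shows activation above 250% relative to neutral control wells; inactive = the rest, any valid replicate at or below 250%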;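 also: OY570 slx delta 5 strain wells were the positive control but not used for scaling; some compounds called inactive have numbers as strong as hits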
An asterisk follows results filed as active; nt = not tested or not shown.

Values run as follows: cardiac RTF act	PvdQ acylase	NSD2 inh	PfHsp90 set2	dFosB act	RTF Ca sens inh	Mot1-301 SUMO	LANA DNA inh	CDK5 inh	Keap1 Nrf2 FP	Rtt109 Vps75
> CCCCn1c(N)c(N(CCC(C)C)C(=O)C2CCCO2)c(=O)[nH]c1=O (configuration not stated)
 : -2	-2	-1	nt	1	-5	19	0.0	1.6	-4	-1
> CCOC(=O)c1sc(C)c2c(=O)n(CC(=O)c3ccc(Br)cc3)nnc12
 : -4	8	2	-20	-11	-1	1	0.8	0.5	-1	11
> O=C(c1ccc2c(c1)OCO2)C1CCCN(Cc2ccc3cccc(F)c3n2)C1 (configuration not stated)
 : 5	-5	51*	6	-14	-12	157	0.9	-1.4	2	nt
> CC(=O)c1sc2c(c1OC(=O)c1ccccc1)c(=O)n(-c1ccccc1)c(=S)n2-c1ccccc1
 : -1	7	-2	-11	-1	2	nt	1.9	0.6	0	5
> Cc1ccc(NC(=O)CSc2nnc(Cc3cccn3C)n2-c2ccc(F)cc2)cc1
 : 6	-8	nt	nt	-14	2	-20	0.0	-2.7	-2	0
> O=C1C2C3C=CC(C3)C2C(=O)N1c1nccs1 (configuration not stated)
 : 4	-14	13	nt	-5	-8	5	0.3	0.7	-9	-7
> CCOC(=O)C1CCCCN1Cc1cn[nH]c1-c1ccc(F)cc1F (configuration not stated)
 : 2	-11	3	11	1	-19	-15	1.7	0.5	0	-5
> COc1ccc(C(=O)OCC(=O)Nc2cccc(S(=O)(=O)NC3=NCCCCC3)c2)cc1[N+](=O)[O-]
 : 0	-8	2	12	-4	-8	nt	-1.7	-0.4	-3	-8
> Cc1coc2c(C)c3oc(=O)c(CCC(=O)N(C)CC(=O)O)c(C)c3cc12
 : 0	7	29	-6	-10	6	-6	-4.0	1.8	-4	-10
> O=C(CSC1=NS(=O)(=O)c2cc(Cl)ccc2N1)NCc1ccc(F)cc1
 : 2	-7	1	14	1	-8	131	0.5	1.5	-4	2
> N=c1oc2ccccc2cc1C(=O)Nc1ccc(F)cc1
 : 0	-13	-2	1	-8	-3	68	0.0	2.3	-1	2
> CCCCOC(=O)c1ccc(NC(=O)c2cnc3n(c2=O)CCS3)cc1
 : -3	0	-3	-34	-3	-5	-19	0.4	2.1	-1	19
> CCN(CC)c1ccc(NC(=O)CN2C(=O)CC(C)(C)S(=O)(=O)c3ccccc32)c(C)c1
 : 3	-7	nt	-9	-2	-8	-15	-0.6	0.6	1	0
> Cc1ccc(S(=O)(=O)NCCCNS(=O)(=O)c2ccccc2)cc1
 : 2	-2	12	-14	-2	-2	-7	-0.2	0.6	1	-3
> COc1cccc(-c2cc(C(=O)N3N=C(C)CC3(O)C(F)F)c3ccccc3n2)c1 (configuration not stated)
 : 2	1	2	30	-8	-2	nt	1.1	-2.1	0	10
> O/N=C(\CN1CCCCC1)c1ccccc1
 : 3	-9	-2	-16	-5	-7	-14	0.7	-0.5	-3	-1
> CN(C)S(=O)(=O)c1ccc(NC(=O)C2CC(=O)N(Cc3ccccc3)C2)cc1 (configuration not stated)
 : 9	-7	-2	-12	-4	-4	3	-2.3	-1.4	-3	2
> CC(C)(C)C(=O)CSc1nc2c(c(-c3cccs3)c1C#N)CCC2
 : 1	-7	2	-7	1	-16	27	-0.9	0.3	1	-11
> CN1CCN(c2ccc(Cl)cc2NC(=O)c2ccc([N+](=O)[O-])cc2)CC1
 : 2	2	-1	1	0	3	-5	-1.7	-0.9	1	-2
> COc1ccccc1COCC(O)CN(Cc1ccco1)Cc1ccccc1O (configuration not stated)
 : -1	-7	-1	26	-8	12	-17	-1.1	-0.8	-4	5
> Cc1ccc(CN2CCN(Cc3ccc(OCCO)cc3)CC2CCO)o1 (configuration not stated)
 : -2	-2	0	-14	-1	3	9	-0.2	-0.5	4	-10
> COC(=O)c1c(C)nc2ccccc2c1C(=O)O
 : -2	4	nt	-10	1	1	11	-1.1	0.0	-1	2
> Cc1cc2oc(=O)cc(CN3CCC(C)CC3)c2cc1C
 : 7	-12	22	-12	-7	-11	64	0.1	0.8	-6	0
> OCCn1c(Cl)nc2ccccc21
 : 5	-14	-5	-5	3	-6	9	-1.6	-1.1	-1	2
> O=C(CCCc1ccccc1)N=C1SC2CS(=O)(=O)CC2N1c1ccccc1F (configuration not stated)
 : -2	-5	-2	4	-9	-3	13	-2.4	0.2	-1	-3
> CCOC(=O)c1ccc2[nH]c3c(c2c1)CCCC3O (configuration not stated)
 : -1	-8	1	-5	-7	-3	7	-0.1	-3.3	-4	22
> Cc1ccccc1COC(=O)CN1C(=O)NC2(CCCC2)C1=O
 : 3	-14	-2	-13	8	-19	5	-1.6	-0.6	-2	-6
> O=C(COc1cccc2cccnc12)NCC(F)(F)F
 : 0	-25	18	7	-1	-9	10	0.3	-3.5	-2	-2
> O=C(Cn1[nH]c(=O)c2ccccc2c1=O)N1CC=C(c2ccccc2)CC1
 : 1	-21	20	-8	-10	-4	-8	-0.4	-2.0	-2	-20
> Cc1cccc(N(C(=O)CCC(=O)Nc2ccccn2)C(C(=O)NC(C)C)c2ccc(O)cc2)c1 (configuration not stated)
 : 4	8	2	-6	-4	-3	1	-0.6	0.2	2	12

Profiles from above. Values in the order: cardiac RTF act	PvdQ acylase	NSD2 inh	PfHsp90 set2	dFosB act	RTF Ca sens inh	Mot1-301 SUMO	LANA DNA inh	CDK5 inh	Keap1 Nrf2 FP	Rtt109 Vps75
CCOC(=O)c1sc(C)c2c(=O)n(CC(=O)c3ccc(Br)cc3)nnc12 across the screens: -4	8	2	-20	-11	-1	1	0.8	0.5	-1	11
O=C(CCCc1ccccc1)N=C1SC2CS(=O)(=O)CC2N1c1ccccc1F (configuration not stated) across the screens: -2	-5	-2	4	-9	-3	13	-2.4	0.2	-1	-3
CN1CCN(c2ccc(Cl)cc2NC(=O)c2ccc([N+](=O)[O-])cc2)CC1 across the screens: 2	2	-1	1	0	3	-5	-1.7	-0.9	1	-2
COc1ccc(C(=O)OCC(=O)Nc2cccc(S(=O)(=O)NC3=NCCCCC3)c2)cc1[N+](=O)[O-] across the screens: 0	-8	2	12	-4	-8	nt	-1.7	-0.4	-3	-8
Cc1cc2oc(=O)cc(CN3CCC(C)CC3)c2cc1C across the screens: 7	-12	22	-12	-7	-11	64	0.1	0.8	-6	0

Some of these compounds in order of the LANA DNA inh value, low to high.
Molecule	LANA DNA inh
Cc1coc2c(C)c3oc(=O)c(CCC(=O)N(C)CC(=O)O)c(C)c3cc12	-4.0
Cc1ccccc1COC(=O)CN1C(=O)NC2(CCCC2)C1=O	-1.6
Cc1ccc(CN2CCN(Cc3ccc(OCCO)cc3)CC2CCO)o1 (configuration not stated)	-0.2

Additional results.
Values run as follows: cardiac RTF act	PvdQ acylase	NSD2 inh	PfHsp90 set2	dFosB act	RTF Ca sens inh	Mot1-301 SUMO	LANA DNA inh	CDK5 inh	Keap1 Nrf2 FP	Rtt109 Vps75
> Cc1nn(CC#N)c(=O)n1N(C)c1ncc(C(F)(F)F)cc1Cl
 : 0	-15	-1	nt	-2	-2	4	nt	1.6	3	-22
> Cc1nc(Nc2ccc3c(c2)OCCO3)c2c(C)c(C)sc2n1
 : 1	2	-1	-22	-12	2	1	-0.8	0.1	4	1
> C/C(N)=C(/C#N)C(=O)COC(=O)c1cc(S(=O)(=O)N2CCCCC2)ccc1C
 : 2	-10	0	nt	-5	-7	-6	-1.2	-0.5	-2	6
> CCOC(=O)CC(=O)Nc1c(C)cc(C)cc1C
 : 7	1	-2	10	-1	-1	-19	-2.1	-2.5	-2	29
> COc1ccc(C2=NOC(Cn3nc(-c4ccccc4)cc3C(=O)NCc3ccc(C)cc3)C2)cc1 (configuration not stated)
 : -1	-14	nt	nt	1	-22	5	1.1	1.6	-2	-4
> Cc1cccc2cc(CN(CC3CCCO3)C(=O)NC3CCCCC3)c(=O)[nH]c12 (configuration not stated)
 : -1	-4	-3	-11	-8	-6	10	-0.6	2.2	-1	3
> O=C(Nc1nnc(C2CCCO2)s1)c1cccs1 (configuration not stated)
 : -3	-14	6	nt	-8	-1	-31	0.6	0.6	-3	2
> CCN(CC)c1ccc(C(=O)Nc2ccccc2)cc1[N+](=O)[O-]
 : 0	3	0	-15	-15	-2	-8	-0.7	1.4	-1	-2
> CC1CCCN(CCCNC(=O)c2ccc(CS(=O)(=O)Cc3cccc(Cl)c3)o2)C1 (configuration not stated)
 : 4	-2	-1	3	0	1	5	-0.1	1.0	-1	-7
> O=C(Cn1nnc(-c2ccccc2NC(=O)c2ccccc2F)n1)NCc1ccco1
 : 2	-10	-2	-18	4	-7	nt	1.1	0.1	-1	-2
> Cc1ccc(CSc2nnc(-c3cccc4ccccc34)o2)cc1
 : -1	-12	nt	-1	3	-11	-7	0.9	0.3	5	-2
> CCC1CC(CSc2ncn[nH]2)OC1=O (configuration not stated)
 : 4	3	56*	nt	-1	7	397	0.8	1.1	0	0
> O=C(CCc1ccccc1)NCC(c1ccco1)N1CCc2ccccc21 (configuration not stated)
 : -10	-3	-1	nt	-11	4	14	1.8	-0.9	1	3
> COc1ccc(CCN2C(=O)C3C4CCC(C4=C(C)C)C3C2=O)cc1OC (configuration not stated)
 : -10	-1	-4	11	-6	-12	13	-1.1	0.7	0	11
> C[C@H]1CN([C@@H](C)CO)C(=O)c2cccc(NC(=O)C3CC3)c2O[C@H]1CN(C)Cc1ccc(C(F)(F)F)cc1
 : 2	-13	nt	-4	-4	2	-8	0.1	-3.3	-2	-5
> C=CCOc1nc2c(c(=O)n(C)c(=O)n2C)n1C
 : 1	-11	1	7	3	-4	11	-1.3	1.2	-8	9
> CCc1cccc(NC(=O)CC2SC(N3CCCC3)=NC2=O)c1 (configuration not stated)
 : -1	-11	0	-11	-3	-6	-7	-2.1	-1.2	-4	-1
> O=[N+]([O-])c1cccc(C2NCC(c3ccccc3Cl)c3c2[nH]c2ccccc32)c1 (configuration not stated)
 : 1	6	-3	1	-7	10	564*	0.3	5.3	-4	23

This is a random part of the collection; any-hit rate near 3.2%.
